IDH1 R132H inh = human IDH1 R132H inhibition; O75874; IDH1-R132H enzyme, NADPH consumption, diaphorase/resazurin fluorescence; Potency, µM (titrated, usually from 76.6 µM), for the others: top-dose activity change, negative = inhibition, actives largely listed as inhibitors; 0.093% of 390,000 active; also: potency is read from the fitted curve at half-maximal effect; % is scaled to controls: 0 for no effect and ±100 for the full control effect; nearly all actives have a fitted effect of over 65% in size
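IDH1-R132H (0.5 ug/mL) preincubated 30 min with compound, then NADPH (0.016 mM) and alpha-KG (2 mM) added; 80 min at RT, pH 7.5. Remaining NADPH coupled via diaphorase/resazurin to fluorescence (540/590 nm); concentration-response curves normalized to no-enzyme control.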
D2 agonist = activates the human D2 dopamine receptor; P14416; HEK293 T-REx D2 cells, calcium flux agonist mode; activation, % at 2 µM; 0.53% of 340,000 active; AID 485358;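 active = activation over 3 SD above normal in the single-dose calcium agonist read, cut at about 30% in these data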; also: 0% is about no effect
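In this primary screen, compounds producing a positive calcium signal within 180 s of addition to tetracycline-induced, force-coupled HEK293 Trex D2 cells are flagged; cells are dye-loaded with a no-wash calcium kit beforehand.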
TRHR enhancer = allosteric enhancers of human TRH receptor | AID 493056 | enhancement, % at 2 µM | 0.66% of 360,000 active | TRHR cells, fluo-8 calcium fluorescence, EC20 TRH enhancement | P34981; in the data active = enhancement above about 30%; also: 0% is about no effect
Target sequence (P34981 whole entry, looked up): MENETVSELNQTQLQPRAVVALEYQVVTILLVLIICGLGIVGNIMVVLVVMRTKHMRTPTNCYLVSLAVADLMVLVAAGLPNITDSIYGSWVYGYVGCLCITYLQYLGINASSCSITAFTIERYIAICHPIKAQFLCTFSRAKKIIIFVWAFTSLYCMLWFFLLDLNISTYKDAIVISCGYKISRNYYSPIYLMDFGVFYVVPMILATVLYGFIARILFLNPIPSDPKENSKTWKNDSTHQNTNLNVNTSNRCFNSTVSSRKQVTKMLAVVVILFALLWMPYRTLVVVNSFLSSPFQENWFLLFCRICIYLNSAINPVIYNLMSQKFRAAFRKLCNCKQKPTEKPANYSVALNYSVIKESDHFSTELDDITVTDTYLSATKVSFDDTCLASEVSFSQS
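Enhancer read-out: after compound pinning and an initial kinetic agonist-mode read, an EC20 of TRH (10 nM final) was injected and fluo-8 calcium signal (Ex 480/Em 530) followed at 1 s/cycle for 100 cycles in TRHR-expressing cells.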
TRHR ag = agonists of human TRH receptor. P34981. TRHR cells, calcium flux fluo-8, FDSS agonist mode. activation, % at 2 µM. 0.18% of 360,000 active. AID 493084; in the data active = activation above about 30%; also: 0% is about no effect
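TRHR-expressing cells, plated overnight in medium with 10% serum, were loaded with fluo-8 calcium dye at room temperature. After a 10 s baseline, library compound was pin-added and calcium release was recorded kinetically (ex 480/em 530) as agonist response.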
TrxR1 substrate = is turned over as a substrate by rat TrxR1; O89049; purified TrxR1 substrate turnover, NADPH consumption readout; Potency, µM (series often up to 114 µM), for the others: at the top dose activity change, negative = substrate turnover; 0.01% of 390,000 active; also: potency is read from the fitted curve at half-maximal effect; % is scaled to controls: 0 for no effect and ±100 for the full control effect; nearly all actives have a fitted effect of over 50% in size
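Rat TrxR1, dispensed at 90 nM, was prereduced with 400 uM NADPH (final) for 5 min at ~22 deg C, then incubated with compound 15 min before 400 uM selenite. A first-read NADPH fluorescence drop versus no-compound background flagged substrates.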
PI4K2A block = inhibitors of human PI4K2A. Q9BTU6. activity change, negative = inhibition, % at 76.9 µM. AID 1346378. purified PI4K2A, ADP-Glo luminescence, 1 h; hits give low values. 0.13% of 420,000 active; in the data active = activity change below about -50%; inconclusive = mostly about -30% to -49%;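 also: -100% = wells without enzyme as full effect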
Target sequence (Q9BTU6 whole entry, looked up): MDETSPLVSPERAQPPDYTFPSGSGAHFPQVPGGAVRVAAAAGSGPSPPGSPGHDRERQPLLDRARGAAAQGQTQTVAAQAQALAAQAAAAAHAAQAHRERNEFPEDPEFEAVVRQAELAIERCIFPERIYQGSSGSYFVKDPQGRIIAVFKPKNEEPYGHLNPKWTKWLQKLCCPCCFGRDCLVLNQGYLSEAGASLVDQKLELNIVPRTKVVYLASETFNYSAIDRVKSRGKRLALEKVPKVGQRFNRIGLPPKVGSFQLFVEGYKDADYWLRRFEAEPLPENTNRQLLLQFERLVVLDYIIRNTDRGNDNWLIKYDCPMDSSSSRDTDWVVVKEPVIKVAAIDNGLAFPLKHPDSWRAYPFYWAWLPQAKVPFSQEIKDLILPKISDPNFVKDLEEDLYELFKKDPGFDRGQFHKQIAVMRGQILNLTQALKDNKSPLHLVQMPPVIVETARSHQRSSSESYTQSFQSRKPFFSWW
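In this quantitative HTS, ADP production by PI4K2A was quantified luminescently after 1 h at ambient temperature; 100 microM adenosine served as plate-quality control.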
D2 antagonist = antagonizes the human D2 dopamine receptor; P14416; HEK293 TREx D2 cells, calcium flux, dopamine EC80; inhibition, % at 10 µM; 2% of 340,000 active; in the data active = inhibition above about 30%; also: 0% is about no effect
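Calcium mobilization kinetics were recorded at 1 s intervals in tetracycline-induced HEK293 T-REx D2 cells, first for 180 s after compound addition and then 180 s after EC80 dopamine.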
TrxR1 inh = blocks rat thioredoxin reductase 1; recombinant rTrxR1, NADPH fluorescence consumption, selenite substrate; Potency, µM (titrated, usually from 114 µM), inactives show at the top dose activity change, negative = inhibition, hits mostly inhibitors; 1% of 390,000 active; AID 588453; also: potency is read from the fitted curve at half-maximal effect; % is scaled to controls: 0 for no effect and ±100 for the full control effect; nearly all actives have a fitted effect of over 65% in size
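Rat TrxR1 (90 nM in the dispensed reagent) was pre-reduced with 400 uM NADPH for 5 min at room temperature, then incubated with compound for 15 min. After 400 uM selenite was added, NADPH fluorescence (Ex 340/Em 450 nm) was followed for 8 min.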
USP1-UAF1 inh = USP1/UAF1 (human) deubiquitinase inhibition; O94782; recombinant USP1/UAF1, Ub-Rhodamine cleavage fluorescence; Potency, µM (highest dose often 57.1 µM), inactives show at the highest dose activity change, negative = inhibition, usual class: inhibitors; 0.23% of 390,000 active; also: potency is read from the fitted curve at half-maximal effect; % is scaled to controls: 0 for no effect and ±100 for the full control effect; nearly all actives have a fitted effect of over 60% in size; inactives centre near -12
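High-throughput fluorogenic screen: 1nM USP1/UAF1 complex, Ub-Rho substrate 150nM final, 50mM HEPES pH 7.8 with 0.5mM EDTA, 0.1 mg/ml BSA, 1mM TCEP and 0.01% Tween-20.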
Active calls of the source: *; ? = inconclusive; · = no result given; & = joins results of further samples; [ ] = remark or other dose. Unless noted, calls follow the shape of the dose curve; as a rule, active = well fitted inhibition curve with a large enough effect; inconclusive = small, poorly fitted or top-dose-only effect; inactive = no such curve, though single readings can be large or run the other way.

mol	IDH1 R132H inh	D2 agonist	TRHR enhancer	TRHR ag	TrxR1 substrate	PI4K2A block	D2 antagonist	TrxR1 inh	USP1-UAF1 inh
CCCCn1c(O)c(N=NC(=O)c2ccncc2)c2cc(Br)ccc21	-1%	-0.6	0	-0.7	-2%[57.1 µM]	9	-1	6%[57.1 µM]	-7%
O=C(CCN1CCCC1)Nc1ccccc1	1%	0.2	5	0.2	17%[57.1 µM]	-1	-4	31%[57.1 µM]	-22%
Cc1cccc(C(=O)NCC(=O)OCc2nnc(-c3ccccc3)o2)c1	7%	-0.8	3	-0.4	-6%	-2	-8	-9%	-7%
Cc1nn(C)c(Cl)c1CN1CCN(CC(C)C)C(CCO)C1 (centres undefined)	-3%	-0.7	-6	-0.1	1%[57.1 µM]	2	11	5%[57.1 µM]	-16%
CCN(C(=O)C1CCCN1S(=O)(=O)c1ccc2c(c1)n(C)c(=O)c(=O)n2C)c1ccccc1 (centres undefined)	12%	-0.5	-3	0.1	2%[57.1 µM]	4	-7	13%[57.1 µM]	-13%
CN(c1ccccc1)S(=O)(=O)c1ccc(Cl)c(C(=O)Nc2ccccc2N2CCOCC2)c1	3%	-0.6	-5	-0.3	-5%	2	15	-1%	-24%
CCCCC(SCC(=O)Nc1ccccc1)C(=O)O (centres undefined)	-3%	1.8	2	1.2	3%[57.1 µM]	-6	25	7%	6%
COC(=O)/C=C1\SC(=Nc2ccc(OC)cc2)NC1=O	0%	-0.8	-3	0.2	0%	5	10	2%	-23%
COc1ccccc1-c1nc(SCC(=O)Nc2ccccc2)n[nH]1	1%	0.5	1	-1.3	-3%	-2	4	2%	2%
COc1cccc(CNC(=O)Cn2cc3c(n2)CCCCC3)c1	-5%	-2.2	-6	-0.2	3%[57.1 µM]	-2	-22	7%[57.1 µM]	-9%
CC12CC3CC(C)(C1)CC(C(=O)NC(=S)N1CCCCC1)(C3)C2	3%	0.6	4	4.1	6%	-2	19	5%	-10%
O=C(CCCSc1nc2ccccc2[nH]1)NCc1ccccc1Cl	4%	-1.6	-4	-0.9	7%	-4	-2	11%	-18%
COc1ccc(OC)c(C2C(C(=O)Nc3cccnc3)=C(C)NC3=C2C(=O)CCC3)c1 (centres undefined)	10%	14	-4	0.6	5%[0.457 µM]	-2	16	3%	-11%
CCN1CCN(C(=O)CN(CC)S(=O)(=O)c2ccc(Cl)cc2)CC1	6%	·	1	0.3	10%	-1	·	17%	1%
CC(=O)Nc1ccc(NC(=O)/C=C/c2ccc3c(c2)OCO3)cc1	1%	·	-2	0.8	13%[57.1 µM]	-1	·	9%[57.1 µM]	-2%
CCc1nnc2c(NCCc3ccccc3)nc3ccccc3n12	19%	0.3	2	-0.4	0%	4	6	17%	-21%
O=C(CN1CCN(Cc2ccccc2Cl)CC1)N/N=C/c1ccccn1	10%	0.0	-2	-0.3	-1%	-8	4	-1%	-6%
Cc1nc2c(cc1N)nc(C)n2Cc1ccccc1	2%	1.0	-1	0.2	116%[activator][57.1 µM]	-13	7	48%[activator][57.1 µM]	-10%
Cc1ccc(S(=O)(=O)N(C)Cc2cc3cc(C)ccc3[nH]c2=O)cc1	-9%	0.3	0	-0.4	1%	-3	-4	7%	-12%
O=C(Nc1ccc(S(=O)(=O)NCC2CCCO2)cc1)c1cnccn1 (centres undefined)	3%	0.3	-1	0.0	-4%	1	-6	5%	-2%
CCc1nc(CNC(=O)c2cc(OC)c(OC)c(OC)c2)no1	1%	-1.5	-5	-0.4	10%[57.1 µM]	1	-9	20%[57.1 µM]	-12%
Cc1ccccc1C(=O)NCc1ccc2c(c1)CCN2C(=O)c1ccc(F)cc1	?	-0.2	-1	-0.5	-6%[57.1 µM]	-3	·	-3%[57.1 µM]	-23%
CCC1CCCCN1CCCNC(=O)c1ccc2c(c1)c(C)c(C)n2C (centres undefined)	-8%	0.4	-4	-0.3	6%	5	-11	19%	-11%
CCc1ccc(N(CC(=O)NC(C)C)C(=O)CCC(=O)Nc2ccccn2)cc1	2%	1.1	3	0.1	-9%[57.1 µM]	-3	-10	-8%[57.1 µM]	4%
CCOc1ccc(OCC)c(-c2c(=O)n(OCc3ccc(Cl)cc3)c3ccccc3[n+]2[O-])c1	9%	0.0	-2	-0.5	0%	-1	24	16%	-21%
CCOC(=O)C(C)Sc1nc2c(cnn2-c2ccc(C)cc2)c(=O)[nH]1 (centres undefined)	16%	·	-16	0.3	6%	-2	·	20%	-10%
Cc1ccc(NC(=O)CN2CCN(Cc3ccccc3)CC2)cc1Cl	5%	·	·	·	-22%[57.1 µM]	4	·	4%[57.1 µM]	-8%
CCOc1ccc(CN2CCN(Cc3ccc(C)o3)CC2CCO)cc1 (centres undefined)	-2%	·	4	-0.6	3%	0	·	4%	-19%
Cc1nc2nc(C)c(NS(=O)(=O)c3ccc(CC(C)C)cc3)c(=O)n2[nH]1	0%&7%	-1.9&0.7	-6&5	-1.4&0.8	-4%[57.1 µM]	0&0	-20	-5%[57.1 µM]	0%&16%
Cc1nc2c(C)cccn2c1/C(O)=C1\C(=O)C(=O)N(CCN2CCOCC2)C1c1cccs1 (centres undefined)	10%	-0.5	7	0.4	-1%[57.1 µM]	5	3	-31%	-24%
CC1CCN(C(=O)CSc2nnc(-c3cccnc3)o2)CC1	-3%	0.2	5	0.4	3%	0	12	8%	-16%
COc1cccc(C(C(=O)NCC2CCCO2)N(C(=O)Cn2nnc3ccccc32)c2ccccc2C(C)=O)c1OC (centres undefined)	-16%	0.0	-5	0.2	-3%	-2	16	2%	-14%
Cc1ccc(-c2onc3ccc(C(=O)O)cc23)cc1	-5%	0.7	-5	0.8	-8%	-1	2	-4%	-16%
CC1=C(C(=O)N2CCCC(C(=O)c3cccc4ccccc34)C2)OCCO1 (centres undefined)	1%	0.6	1	-1.1	-1%	-6	-15	12%	-23%
Cc1ccc(CC(=O)Nc2cccc([N+](=O)[O-])c2)cc1	-8%	-1.1	-8	0.4	4%	1	-18	33%	-24%
Cn1c(=O)c2c(ncn2CC(=O)OCC(=O)Nc2ccccc2)n(C)c1=O	-8%	0.4	2	0.2	3%	4	-1	23%	-17%
COc1ccc(NC(=O)CCS(=O)(=O)c2nc(-c3ccc4c(c3)OCO4)cc(C(F)(F)F)n2)cc1	16%	0.6	-3	-0.5	-6%	1	·	?	?
CCCCn1c(O)c(N=NC(=O)c2ccco2)c2ccccc21	3%	-1.9	-4	-0.1	-9%	-3	0	-7%	-20%
COc1ccc(-c2ccc(NC(=O)c3ccco3)cc2)nn1	2%	-0.6	-6	-0.3	-6%[57.1 µM]	-53*	5	-16%[57.1 µM]	-1%
CCN(C(=O)C(C)Cl)c1ccccc1 (centres undefined)	-4%	2.6	6	0.1	10%[57.1 µM]	2	12	22%[57.1 µM]	-18%

PI4K2A block, hit marks shown above.
Molecule	TRHR enhancer	TRHR ag	TrxR1 substrate	PI4K2A block	D2 antagonist	TrxR1 inh	USP1-UAF1 inh
COc1ccc(-c2ccc(NC(=O)c3ccco3)cc2)nn1	-6	-0.3	-6%[57.1 µM]	-53*	5	-16%[57.1 µM]	-1%

(further entries)
mol	IDH1 R132H inh	D2 agonist	TRHR enhancer	TRHR ag	TrxR1 substrate	PI4K2A block	D2 antagonist	TrxR1 inh	USP1-UAF1 inh
CCOC(=O)N1CCN(c2cc(=O)n(-c3ccc(OCC)cc3)c(=O)[nH]2)CC1	-3%	0.6	4	-0.3	11%[57.1 µM]	8	1	-11%[57.1 µM]	-15%
CC(=O)Nc1ccc(NC(=O)CSc2nc3nc(-c4cccs4)cc(C(F)(F)F)c3c(=O)[nH]2)cc1	5%	0.2	3	0.3	4%	-4	1	2%	-13%
O=C(Nc1ccccc1)OCCOc1ccc(Cl)cc1Cl	6%	·	·	·	-2%	1	·	9%	-17%
N#C/C(=N\Nc1ccc(Cl)cc1)C(N)=S	-1%	4.7	-5	3.3	-11%	13	11	?	-25%
Cc1cc2oc(=O)cc(CN3CCCCC3C)c2c(C)c1Cl (centres undefined)	15%	-0.4	9	-0.9	10%	3	4	5%	-19%
COc1cc(Nc2nc3c(S(=O)(=O)c4ccc(C)c(C)c4)nnn3c3ccsc23)cc(OC)c1	5%	0.9	-1	0.4	19%	-1	·	27%	?
COc1ccc(C(C)=O)cc1CSc1nc2ccccc2c(=O)n1-c1cccc(C)c1	6%	3.0	0	0.7	-2%	3	9	3%	-12%
Cc1ncc([N+](=O)[O-])n1CC(=O)Nc1cccc(C(F)(F)F)c1	9%	-0.2	-4	0.2	-6%	-6	-5	9%	-17%
N#C/C(C(N)=O)=C1/SC=C(c2ccccc2)N1c1ccccc1	7%	0.1	-5	-0.7	5%[57.1 µM]	-5	12	3%[57.1 µM]	9%
C(=N\Nc1nc2ccccc2[nH]1)/c1ccc2c(c1)OCCO2	3%	·	-3	-1.7	4%	-14	·	24%	-4%
COc1ccccc1-n1ccnc(SCC(=O)NCc2ccccc2Cl)c1=O	0%	0.4	-4	0.0	-5%	0	18	-2%	0%
CC1CN(S(=O)(=O)c2cccc(C(=O)N(C)C3CCN(C)CC3)c2)CC(C)O1 (centres undefined)	15%	-0.6	2	-2.5	7%	-2	-12	9%	-14%
CCN(CC(=O)Nc1ccccc1SC)Cc1nc2ccccc2c(=O)[nH]1	12%	-0.7	3	-0.4	-1%	0	-17	13%	-3%

Three compounds out of the list above, arranged by the number in PI4K2A block, low to high.
Molecule	PI4K2A block
N#C/C(C(N)=O)=C1/SC=C(c2ccccc2)N1c1ccccc1	-5
CC1CN(S(=O)(=O)c2cccc(C(=O)N(C)C3CCN(C)CC3)c2)CC(C)O1 (centres undefined)	-2
CCN(CC(=O)Nc1ccccc1SC)Cc1nc2ccccc2c(=O)[nH]1	0
